RAD52 anneal inh – RAD52 (human) annealing inhibition; hit rate 0.46% among 360,000; recombinant RAD52 DNA annealing, FRET fluorescence; P43351; inhibition, % at 18.7 µM;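 active = every replicate showing at least 50% inhibition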
ERAP1 HTS inh – blocks human ERAP1 aminopeptidase activity | hit rate 0.15% among 340,000 | Q9NZ08 | inhibition, % at 10.7 µM | AID 652197 | recombinant ERAP1, Leu-AMC fluorescence, 60 min;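 active = mean replicate inhibition of at least 30%, or all replicates individually reaching that 30% level; inactive = mean below 30% and not every replicate reaching it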;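 also: 0% = neutral control wells and 100% = L-leucinethiol positive control wells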
Target sequence (Q9NZ08 whole entry, looked up): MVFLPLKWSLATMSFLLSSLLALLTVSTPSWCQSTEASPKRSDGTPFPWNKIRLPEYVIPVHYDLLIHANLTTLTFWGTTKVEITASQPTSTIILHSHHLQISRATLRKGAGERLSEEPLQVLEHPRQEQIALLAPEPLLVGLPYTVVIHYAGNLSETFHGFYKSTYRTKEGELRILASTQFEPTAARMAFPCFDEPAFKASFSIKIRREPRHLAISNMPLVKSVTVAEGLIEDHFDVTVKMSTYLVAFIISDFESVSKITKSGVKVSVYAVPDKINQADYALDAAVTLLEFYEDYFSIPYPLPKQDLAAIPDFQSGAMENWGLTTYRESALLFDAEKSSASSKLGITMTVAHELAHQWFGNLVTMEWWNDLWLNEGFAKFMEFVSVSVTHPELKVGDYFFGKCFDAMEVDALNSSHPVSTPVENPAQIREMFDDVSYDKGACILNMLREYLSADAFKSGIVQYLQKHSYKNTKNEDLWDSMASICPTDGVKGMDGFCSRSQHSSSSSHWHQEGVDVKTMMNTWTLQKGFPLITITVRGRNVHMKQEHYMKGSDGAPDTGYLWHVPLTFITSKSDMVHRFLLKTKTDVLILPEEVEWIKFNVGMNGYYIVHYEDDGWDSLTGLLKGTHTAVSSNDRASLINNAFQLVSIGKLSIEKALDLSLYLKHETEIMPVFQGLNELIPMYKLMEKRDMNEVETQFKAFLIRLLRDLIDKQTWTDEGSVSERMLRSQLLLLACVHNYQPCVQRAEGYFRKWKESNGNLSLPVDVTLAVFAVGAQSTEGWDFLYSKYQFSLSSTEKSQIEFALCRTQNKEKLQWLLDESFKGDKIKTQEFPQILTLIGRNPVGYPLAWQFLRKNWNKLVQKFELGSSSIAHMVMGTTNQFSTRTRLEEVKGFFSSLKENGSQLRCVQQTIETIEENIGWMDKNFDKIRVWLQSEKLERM
E-sel inducer – E-selectin induction on HUVECs; hit rate 0.37% among 260,000; HUVEC E-selectin immunofluorescence imaging; normalized: neutral wells 0, TNF-alpha wells 100; P16581; AID 686992; activation, % at 7.58 µM;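 active = mean E-selectin-positive cell signal at least 10% of the positive control, reached in at least 60% of replicates, without over 20% cell loss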;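 also: in these data hits start at about 27%; measured in HUVEC primary endothelial cells; signal is the percent of cells scored E-selectin positive by PE staining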
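Read-out basis: % PE-positive cells; Test system: HUVEC primary endothelial cells; Technique: immunofluorescence imaging; Dosing: single-point compound dose.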
PglD inh – PglD (C. jejuni) enzyme inhibition; purified PglD enzyme, DTNB colorimetric CoA detection; inhibition, % at 12.5 µM; hit rate 0.098% among 360,000; AID 602405; in the data active = inhibition above about 16%, passing the limit was not always enough; also: strong numbers were not always called active
miR-122 sensor – blocks miR-122 activity in Huh7 sensor cells | Huh7 miR-122 Renilla luciferase sensor, 48 h; neutral wells = 0, positive control = 100 | activation (reporter increase), % at 12.5 µM | hit rate 0.3% among 340,000 | AID 602342;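 active = mean replicate activation score at least 90 and every replicate individually at or above 90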;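 also: higher luciferase means less miR-122 activity so hits act as miR-122 inhibitors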
RAD54 branch – inhibitors of human RAD54 branch migration. Q92698. RAD54 Holliday junction branch migration, FAM/BHQ fluorescence. inhibition, % at 10.4 µM. hit rate 0.14% among 360,000. AID 602329;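 active = mean normalized replicate activity at least 40 and at least half of replicates scoring 40 or more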;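 also: 0% = median of neutral control wells and 100% = median of positive control wells; inhibitors cause a drop in the FAM fluorescence signal; in these data hits start at about 50%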
PGC1a acetyl inh – lowers PGC1a acetylation signal in U2OS cells; inhibition, % at 15.6 µM; AlphaScreen anti-acetyl-lysine; with virally co-expressed GCN5 acetyltransferase; AID 651687; hit rate 0.17% among 350,000;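 active = every replicate shows inhibition of at least 40%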;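 also: 0% = neutral control wells and 100% = positive control wells; some results beyond the cut were filed as inactive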
Cneo AK release – Cryptococcus neoformans lysis via adenylate kinase release | C. neoformans lysis, adenylate kinase release luminescence, 4 h; normalised: neutral wells 0, clomiphene wells 100 | lysis activity, % at 15 µM | hit rate 0.2% among 360,000 | AID 651654;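 active = mean lysis activity across replicates of at least 80%, whatever share of replicates individually reach that level; inactive = mean lysis activity below 80%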
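Assay system: C. neoformans cells. Amount: yeast cell density of 5 × 10^6 cells/mL. Technique: AK luminescence. Buffer or medium: YPD. Times: static 4 h at 37 °C with compound, 1 h detection. Dosing: single-point compound dose. Read-out: lysis from increased AK signal.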
* marks the source's active call; other numbers are inactive results; . = no result given; [ ] = remark or other dose.

Molecule,RAD52 anneal inh,ERAP1 HTS inh,E-sel inducer,PglD inh,miR-122 sensor,RAD54 branch,PGC1a acetyl inh,Cneo AK release
CN(C)C(=O)c1cccc(-c2ccc(C3[C@@H]4CN(S(=O)(=O)Cc5ccccc5)C[C@H]3N4)cc2)c1 (stereo partly drawn),-3,0,-0.1,.,.,.,7,.
O=C(C[C@@H]1CC[C@@H]2NC[C@@H](O)COC[C@H]2O1)NCCN1CCCCC1,2,1,-0.2,-2,1[16.7 µM],-4,0,0
CSCCC(NC(=O)COc1ccccc1)C(=O)NCC1COc2ccccc2O1 (stereo not drawn),0,0,.,3,2,2,-3,1
S=C(Nc1ccccc1Cl)Nc1ccc(Cl)cc1Cl,.,.,.,5,-1,-1,15,-1
Cc1noc(C)c1S(=O)(=O)Nc1ccc2c(c1)C(=O)N([C@@H](C)CO)C[C@H](C)[C@H](CN(C)C)OCCCC[C@H](C)O2,-18,0,0.0,1,8[16.7 µM],-7,1,3
COc1ccc(C2C(C#N)=C(N)N(c3cccnc3)C3=C2C(=O)CC(C)(C)C3)cc1OC (stereo not drawn),-2,1,.,1,-10,-12,.,4
Cn1cc(S(=O)(=O)Nc2ccc3c(c2)OCCO3)cn1,-13,9,0.5,.,.,.,6,.
CCN(CC)C(C)C(=O)Nc1c2c(cc3c1CCC3)CCC2 (stereo not drawn),.,.,.,-3,-4,-7,1,-2
CC1=C(C(=O)NC(C)c2ccc3c(c2)OCCO3)C2(CCC(C)CC2)OC1=O (stereo not drawn),-8,0,-0.1,-2,.,13,.,-4
FC(F)(F)c1cc(CCN2C(=S)NC[C@@H]2c2ccccc2)cc(C(F)(F)F)c1,-12,1,0.9,-4,9,-6,-6,13
Cn1c(-c2ccc(F)cc2)cnc1NCc1ccccc1F,-14,-1,.,-2,1,6,-3,6
O=C(CN1CCOCC1)NCC[C@H]1CC[C@H](NC(=O)Nc2ccc(F)cc2)[C@H](CO)O1,26,-2,0.0,2,.,-12,-1,2
CC(=O)c1sc(-c2ccc(F)cc2)cc1NS(=O)(=O)c1ccccc1,-9,5,-0.1,.,.,.,-6,.
CC(Oc1ccc(F)cc1)C(=O)Oc1ccc(N(C)S(=O)(=O)c2ccccc2)cc1 (stereo not drawn),-5,0,2.0,2,.,14,.,-2
O=C(Nc1ccc(S(=O)(=O)N2CCCCC2)cc1)C1CCN(C(=O)c2ccco2)CC1,-19,2,-0.1,3,-1,4,0,-1
Cc1nc(N2CCN(C(=O)c3ccco3)CC2)c2oc3ccccc3c2n1,.,.,.,-9,-6,3,-7,3

An excerpt of these results, with two lines to a compound:
Results follow in this order: RAD52 anneal inh	ERAP1 HTS inh	E-sel inducer	PglD inh	miR-122 sensor	RAD54 branch	PGC1a acetyl inh	Cneo AK release
- O=C(CN1CCOCC1)NCC[C@H]1CC[C@H](NC(=O)Nc2ccc(F)cc2)[C@H](CO)O1
    26	-2	0.0	2	.	-12	-1	2
- CC(Oc1ccc(F)cc1)C(=O)Oc1ccc(N(C)S(=O)(=O)c2ccccc2)cc1 (stereo not drawn)
    -5	0	2.0	2	.	14	.	-2
- Cn1c(-c2ccc(F)cc2)cnc1NCc1ccccc1F
    -14	-1	.	-2	1	6	-3	6
- Cc1nc(N2CCN(C(=O)c3ccco3)CC2)c2oc3ccccc3c2n1
    .	.	.	-9	-6	3	-7	3

(cont.)
Molecule,RAD52 anneal inh,ERAP1 HTS inh,E-sel inducer,PglD inh,miR-122 sensor,RAD54 branch,PGC1a acetyl inh,Cneo AK release
CCOc1ccc(N(CC(=O)Nc2ccc(C)cc2)S(=O)(=O)c2c(C)noc2C)cc1,9,.,.,3,-1,5,-26,-1
COc1ccc(-c2[nH]nc3c2C(c2ccccc2OC(=O)N2CCOCC2)C(C#N)=C(N)O3)cc1 (stereo not drawn),.,.,.,6,1,0,-20,1
O=C(COC(=O)CCS(=O)(=O)c1ccccc1)Nc1cc(S(=O)(=O)N2CCCCC2)ccc1Cl,-25,-4,0.5,6,1,5,-2,0
Cc1ccn2cc(CNC(=O)c3cccs3)nc2c1,-9,2,.,7,8,0,1,-5
O=C(CSc1nncc2ccccc12)N1CCOCC1,.,.,.,8,-6,-3,3,1
Cc1c(N(C)S(=O)(=O)c2cccc(C(=O)NCC3CCCO3)c2)c(=O)n(-c2ccccc2)n1C (stereo not drawn),-3,-5,.,-1,.,2,.,5
S=C1NCN(Cc2ccccc2)CN1,-12,-2,.,2,.,-2,24,1
CN(C)c1ccc(/C=C(/NC(=O)c2ccccc2)C(=O)N/N=C/c2ccc([N+](=O)[O-])c(O)c2)cc1,.,.,.,-5,-5,12,6,2
Cc1cc(C)cc(NC(=O)CSc2nnc(Cc3cccn3C)n2-c2ccc(F)cc2)c1,-24,-1,0.1,1,5,-17,-5,1
O=C(Nc1ccccc1)N1C[C@H]2[C@@H](c3ccccc31)[C@@H](CO)N2Cc1ccccc1Cl,-8,3,0.2,1,7[16.7 µM],-29,2,-2
COc1ccc(CNC(=O)C2(C)Cc3c(-c4ccc(C(N)=O)cc4)ccnc3O2)cc1OC (stereo not drawn),-5,-3,-0.3,-4,-16,2,.,0
Cc1cc(C(=O)N2CCC2(C)C(=O)NS(=O)(=O)c2cccc(OC(F)F)c2)nn1C (stereo not drawn),0,-2,0.0,6,-6,-4,8,0
CC1=CC(C)(C)N(C(=O)Nc2ccccc2)c2ccccc21,-15,0,.,0,4,1,6,1
CCc1ccc(-n2cc(-c3ccc(F)cc3)[n+]3c2SCCC3)cc1,4,12,.,-4,2,10,4,1
COC(=O)c1onc(-c2ccccc2)c1C(=O)OC,.,.,.,7,-2,-1,0,-1
COc1ccc(S(=O)(=O)N(C)C[C@@H]2OCCCC[C@H](C)Oc3ccc(NC(=O)Nc4ccc5c(c4)OCO5)cc3C(=O)N([C@H](C)CO)C[C@H]2C)cc1,-14,-3,0.1,1,-3[16.7 µM],-29,-4,0
NSc1nc(N)c2nc(-c3ccccc3)c(-c3ccccc3)nc2n1,-24,0,-0.7,-6,-4,2,-6,-1
Cc1sc2ncnc(SCC(=O)N3CCCCC3)c2c1C,-14,-5,-0.3,-2,.,5,.,6
O=C(NCCCN1CCOCC1)c1cc(C(=O)C2CCCCC2)c[nH]1,-29,-7,10.0,-2,-3,-3,3,0
C[C@@H]1CN([C@@H](C)CO)C(=O)c2cc(NS(=O)(=O)c3ccc(F)cc3)ccc2O[C@@H]1CN(C)Cc1ccc(C(=O)O)cc1,-6,2,12,2,4[16.7 µM],-6,6,1
O=C(CN1C(=O)NC(c2ccccc2)(c2ccccc2)C1=O)N1CCN(c2ccc(F)cc2)CC1,-4,-3,0.1,-9,-4,-9,5,0
Cc1ccc(NC(=O)/C(=C/c2cccc([N+](=O)[O-])c2)NC(=O)C2CCCCC2)cc1,2,-1,.,-2,.,7,-7,3
CN1CCN(C(=O)C2CC(c3c(F)cccc3Cl)=NO2)CC1 (stereo not drawn),.,.,.,1,2,-1,8,-2
COC(=O)c1ccc(C(=O)OC)c(NC(=O)Nc2ccc3c(c2)OCO3)c1,.,.,.,1,-1,-3,.,-2
COc1ccc(/C=N/NC(=O)c2ccccc2OC)cc1COc1ccc(C)cc1,-8,1,5.0,-5,-1,8,-11,0
Cc1cc(OC(=O)c2ccccc2Br)c([N+](=O)[O-])c(=O)[nH]1,-11,-3,-0.2,-2,-3,-2,2,0
O=C(O)C[C@H]1C[C@H]2c3cc(NC(=O)NC4CCCCC4)ccc3O[C@H]2[C@@H](CO)O1,0,-1,0.0,-3,2[16.7 µM],-6,-8,-3
Cc1nn(C(C)C(=O)Nc2ccc(Cl)cn2)c(C)c1[N+](=O)[O-] (stereo not drawn),-1,-1,.,-2,-6,2,.,0
CCOc1ccc(C(=O)COC(=O)c2nc3nccc(C)n3n2)cc1,-36,-6,.,7,-16,-2,1,0
CCOC(=O)CN(C(=O)CSc1nnc(CNc2ccc(F)cc2)n1C)c1ccccc1,.,.,.,-3,18,-1,-10,-4
COc1ccc(C)cc1S(=O)(=O)Nc1ccccc1C,.,.,.,8,74,-7,-17,3
Cc1ccc(CNC(=O)CC[C@H]2O[C@@H](n3cc(C)c(=O)[nH]c3=O)C[C@@H]2O)o1,-5,1,-0.1,0,-3,-4,-5,-1
C/C(=N\NC(=O)c1ccc(Cl)cc1)c1cccc(NC(=O)c2cccnc2)c1,.,.,.,5,-3,-3,6,-2
S=C(NCCc1ccccc1)N1CCCC1,-7,-4,6.2,.,.,.,4,.
O=C(NCCc1nc2ccccc2[nH]1)/C(=C/c1ccco1)NC(=O)c1ccc(Br)cc1,-22,2,9.7,-2,2,-3,4,-1
C[C@@H]1CN([C@H](C)CO)C(=O)Cc2cc(NS(=O)(=O)c3ccc(F)cc3)ccc2O[C@H]1CN(C)CC1CCCCC1,9,1,0.1,1,5[16.7 µM],-10,-5,44
CCOc1cccc(CNCCNC(=O)c2nonc2N)c1,.,.,.,8,-6,0,4,10
CN(C)CC(=O)N[C@@H]1CC[C@H](CC(=O)NCCN2CCCCC2)O[C@H]1CO,12,-6,-0.6,3,.,-5,-1,1
C[C@H]1CCCCO[C@H](CN(C)Cc2ccc3c(c2)OCO3)[C@@H](C)CN([C@@H](C)CO)C(=O)c2cc(NS(=O)(=O)c3ccccc3)ccc2O1,20,-4,.,-2,3[16.7 µM],-7,0,4
CC(=O)c1ccc(NC(=O)C(C)Sc2nnc(C3CC3)n2C2CC2)cc1 (stereo not drawn),-8,0,0.0,1,-3,-11,-3,-1
COc1ccc(C2(c3ccc(OC)cc3)NC(=O)N(CC(=O)NC(C)C)C2=O)cc1,0,6,.,-1,.,1,.,0
CSc1ccccc1C(=O)N1CCC(CCC(=O)NCc2ccc(F)cc2)CC1,-8,-1,0.4,-3,.,-3,.,1
CC(C)NC(=O)N(C)C[C@H]1Oc2ccc(NC(=O)C3CC3)cc2CC(=O)N([C@@H](C)CO)C[C@H]1C,13,-1,.,-3,-4[16.7 µM],-10,-9,0
COC(=O)c1ccc(COC(=O)c2ccc(C)c(S(=O)(=O)N3CCCCC3)c2)cc1,-7,3,.,9,4,6,-19,2
O=C(O)CSCC(=O)NCc1ccccc1,9,5,.,1,-2,-12,7,0
Nc1ccccc1SCc1ccccc1,-11,-1,.,0,-6,0,5,0
CCOc1ccc(-n2cnnn2)cc1S(=O)(=O)N1CCCCC1,.,.,.,4,4,-6,1,1
Cc1ccc(NC(=O)CCNC(=O)c2ccccc2Cl)cc1S(=O)(=O)N(C)C,.,.,0.0,-4,1,-13,3,0
Cc1nnc(-c2ccccc2)[nH]c1=O,-19,-6,0.0,-3,6,0,2,0
CC(C)(C)c1ccc(-c2nc(C#N)c(NCc3cccnc3)o2)cc1,.,.,.,-4,24,-7,.,-3
CCCCN1C(=N)N([C@@H](C)CN2CCC[C@H]2CN2C(N)=NC[C@H]2CC(C)C)C[C@H]1[C@H](C)CC,-4,-1,0.0,-1,4,-4,-4,0
COc1ccc(Cl)cc1C(=O)CSc1nc(N)cc(N)n1,.,.,.,1,-4,6,.,2
O=C(C(=O)N1CCN(c2ccc([N+](=O)[O-])cc2)CC1)c1cn(CC(=O)N2CCOCC2)c2ccccc12,-49,2,-0.1,3,-3,-2,0,0
CCOC(=O)C1=C(C)N=c2s/c(=C3\C(=O)Nc4ccccc43)c(=O)n2C1c1ccc2c(c1)OCO2 (stereo not drawn),.,.,.,0,91*,3,.,4

High-throughput results (PubChem)
